PRMT1 FP inh = PRMT1 methyltransferase inhibitors, primary screen, biochemical, fluorescence polarization | recombinant PRMT1, activity-based probe fluorescence polarization | 1.3% of 370,000 active | Protein arginine N-methyltransferase 1 (Homo sapiens), Q99873 | inhibition, % at 2.79 µM | AID 652257, 2013;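 active = inhibition above about 21% made by adding two undisclosed values, limit read from the data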
Target sequence (Q99873 whole entry, looked up): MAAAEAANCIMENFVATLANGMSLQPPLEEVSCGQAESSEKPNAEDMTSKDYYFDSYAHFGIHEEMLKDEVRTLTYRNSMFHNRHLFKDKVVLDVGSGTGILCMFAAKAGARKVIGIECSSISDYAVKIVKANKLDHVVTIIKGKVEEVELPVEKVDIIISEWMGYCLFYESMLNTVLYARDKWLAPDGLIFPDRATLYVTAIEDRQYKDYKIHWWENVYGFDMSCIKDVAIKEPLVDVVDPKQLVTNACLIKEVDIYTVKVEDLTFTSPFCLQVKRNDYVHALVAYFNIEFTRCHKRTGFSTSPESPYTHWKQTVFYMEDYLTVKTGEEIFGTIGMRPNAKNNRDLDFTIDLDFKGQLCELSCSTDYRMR
mABHD4 FP = ABHD4 inhibitors, primary screen, biochemical, fluorescence polarization, mouse | 0.54% of 370,000 active | AID 720543, 2013 | purified mABHD4, FP-Rh probe fluorescence polarization | inhibition, % at 8.92 µM;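 active = inhibition exceeding the mean over every tested compound plus 3 SD, cut at about 30% in these data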;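 also: 0% = plate median of compound wells and 100% = S159A mutant with DMSO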
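Test system: mouse ABHD4 enzyme, wild type. Reagent: FP-Rh fluorescent activity-based probe, added after compound pre-incubation. Timing: pre-incubation 45 min, probe exposure 60 min, at 25 °C. Technique: FP readout, ex 525 nm / em 598 nm. Benchmarks: high control S159A mutant with DMSO, low control median of compound wells.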
UHRF1 MBD2 ctr = UHRF1 methylated DNA binding inhibitors, primary screen, counter-screen for MBD2 inhibitor project, biochemical, TR-FRET, human UHRF1, single concentration; E3 ubiquitin-protein ligase UHRF1 (Homo sapiens), Q96T88; UHRF1 binding to methylated oligo; inhibition, % at 4.4 µM; 0.75% of 370,000 active; in the data active = inhibition above about 21%;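 also: UHRF1 SRA domain binding a hemimethylated CpG hairpin DNA probe; 0% = median of test compound wells and 100% = reference inhibitor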
TCR CD3 inh = inhibitors of human TCR-CD3 interaction, primary screen, biochemical, fluorescence, TAMRA-labeled TCR probe | AID 651800, 2012 | T-cell receptor (TCR) | 0.37% of 360,000 active | inhibition, % at 9.4 µM; in the data active = inhibition above about 19%;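 also: recombinant mutant TCR 2C K166C tagged with TAMRA read by polarization; 0% = receptor in buffer alone and 100% = receptor with positive control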
PG9 binder = binders of HIV-1 gp120 antibody PG9, primary screen, biochemical, TR-FRET | 0.43% of 360,000 active | HIV-1 gp120 / PG9 antibody interaction | inhibition, % at 6.7 µM | TR-FRET gp120-PG9 antibody binding; in the data active = inhibition above about 8.5%
LEDGF integ inh = blockers of LEDGF/p75-dependent integrase strand transfer – biochemical, TR-FRET, high throughput, primary screen | inhibition, % at 3.7 µM | TR-FRET IN-LEDGF/p75 DNA integration, Eu/Cy5 | 0.64% of 370,000 active | HIV-1 integrase (with human LEDGF/p75) | AID 743269, 2014;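 active = inhibition above the screen-wide mean plus 3 SD, cut at about 13% in these data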;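 also: signal is the Cy5 over europium emission ratio at 671 and 618 nm; 0% = plate median of compound wells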
rCAG RNA binder = binders of r(CAG) RNA repeats, primary screen, biochemical, fluorescence; inhibition, % at 3 µM; 1.3% of 370,000 active; r(CAG) RNA repeat, TO-PRO-1 dye displacement fluorescence;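 active = inhibition above the plate cutoff, the mean of all test compounds on that plate plus 3 SD, cut at about 35% in these data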;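 also: 0% = DMSO alone and 100% = 100 µM mitoxantrone as full dye displacement; higher means more dye released from RNA so lower well fluorescence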
MBD2 DNA inh = inhibitors of MBD2 binding to methylated DNA, primary screen, biochemical, TR-FRET, DNA-binding domain, human; Methyl-CpG-binding domain protein 2 (Homo sapiens), Q9UBB5; MBD2 binding to methylated oligonucleotide; inhibition, % at 4.4 µM; 0.31% of 370,000 active; in the data active = inhibition above about 13%
Target sequence (Q9UBB5 whole entry, looked up, the tested form may be a part): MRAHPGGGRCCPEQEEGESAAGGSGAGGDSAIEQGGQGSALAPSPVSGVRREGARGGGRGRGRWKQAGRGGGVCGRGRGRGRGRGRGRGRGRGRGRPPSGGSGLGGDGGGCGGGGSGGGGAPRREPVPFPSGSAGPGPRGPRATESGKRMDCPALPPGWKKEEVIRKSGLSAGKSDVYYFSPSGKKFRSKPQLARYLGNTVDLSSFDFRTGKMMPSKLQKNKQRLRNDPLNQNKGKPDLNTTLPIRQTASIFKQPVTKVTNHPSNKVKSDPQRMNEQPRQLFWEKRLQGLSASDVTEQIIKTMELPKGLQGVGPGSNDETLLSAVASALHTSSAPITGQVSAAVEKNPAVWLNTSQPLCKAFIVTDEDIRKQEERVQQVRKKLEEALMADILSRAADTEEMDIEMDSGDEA
HTRA1 inhibitor = HTRA1 serine protease inhibitors, primary screen, biochemical, fluorescence polarization, HTS; Q92743; 0.5% of 340,000 active; AID 504803, 2011; recombinant HTRA1, FP-rhodamine activity-based probe; inhibition, % at 5.96 µM; in the data active = inhibition above about 36%;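 also: 0% = enzyme with DMSO and 100% = wells lacking enzyme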
Rev-erbA mod = modulators of Rev-erb alpha DNA binding, primary screen, biochemical, FITC-DNA, fluorescence polarization, uHTS; AID 1259318, 2017; 0.79% of 370,000 active; Nuclear receptor subfamily 1 group D member 1 (Homo sapiens), P20393; activity, % at 10 µM; Rev-erbα–FITC-DNA binding, 90 min;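 active = activity above about 14%, limit read from the data; passing the limit was not always enough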;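 also: 0% = DMSO wells with 35 nM protein and 100% = DMSO wells with 750 nM protein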
* marks the source's active call; other numbers are inactive results; / = no result given. Some of the compounds tested (hit frequency here may not be typical).

SMILES	PRMT1 FP inh	mABHD4 FP	UHRF1 MBD2 ctr	TCR CD3 inh	PG9 binder	LEDGF integ inh	rCAG RNA binder	MBD2 DNA inh	HTRA1 inhibitor	Rev-erbA mod
O=C(CC1Sc2ccccc2NC1=O)OCC(=O)N1CCc2ccccc21 (stereo not drawn)	8	0	5	-8	-0.3	4	9	-3	-16	-3
CC1(C)CC(=O)C=C(c2ccc(COC(=O)Cc3ccccc3)cc2)C1=O	-5	-3	1	-5	1.4	0	2	-3	-11	-5
O=C(c1cccc(-c2cccc3nccn23)c1)N1CCOCC1	4	-2	-2	0	-1.9	-3	1	2	/	0
CCn1c(=O)c2ccccc2n(CC(=O)NC2CCCCC2)c1=O	-2	0	3	-3	-1.2	6	0	3	8	-5
O=C(CC(=O)c1ccccc1)Nc1ccccc1C(F)(F)F	5	-15	5	-9	0.4	0	0	1	-3	-6
O=S(=O)(NCCOCC(F)(F)F)c1ccc2oc3ccccc3c2c1	3	-13	1	-6	2.8	-1	2	4	-20	-3
Cc1csc(SCC(=O)Nc2cc([N+](=O)[O-])ccc2F)n1	-3	0	2	3	0.7	3	2	-5	3	10
CC(=O)N1N=C(N)SC12CCCC2	0	-4	1	4	-1.2	5	-1	-2	5	3
O=C(/C=C/c1ccc(O)c(O)c1)NC(=O)c1ccccc1O	13	57*	2	24*	-3.1	2	7	-5	65*	4
O=C1CN(C(=O)/C=C/c2ccc(Cl)cc2Cl)CCN1	-10	-8	-3	2	1.2	-2	1	-5	-5	1
CC(=O)Nc1ccc(OCCCN2CCC(C(O)(c3ccccc3)c3ccccc3)CC2)cc1	-1	-4	-2	3	-1.1	-1	-1	2	/	3
O=C(c1cc(-c2ccc(O)cc2)on1)N1CCCC1	1	3	-2	1	0.2	0	0	-2	-3	3
COC(=O)c1ccccc1NC(=S)N(Cc1ccc2c(c1)OCO2)Cc1cc2ccc(OC)cc2[nH]c1=O	-2	-15	-2	9	0.7	-4	4	-7	-28	1
Cc1nnc(SCC(=O)Nc2ncc3c(n2)CC(c2ccccc2)CC3=O)s1 (stereo not drawn)	-3	-2	-1	-5	-0.1	1	-1	-1	-1	4
COc1cccc2c1Oc1ncccc1N(C(=O)CCC(=O)NCc1ccc(C)cc1)C2	0	4	-2	5	-0.8	0	-3	3	2	-4
CCc1nnc(NC(=O)CCN2C(=O)c3ccccc3S2(=O)=O)s1	1	-3	0	-4	0.7	-1	0	0	1	-2
Cc1ccccc1N=Nc1c(O)n(C)c2ccccc12	0	0	-7	1	-0.8	1	2	-12	-4	-1
Cc1nc2nc(C)c(CCC(=O)NCc3ccc4c(c3)OCO4)c(C)n2n1	0	3	-3	8	-1.9	4	1	0	3	-2
COc1ccccc1NC(=O)CN1CCN(C(=O)c2ccco2)CC1	1	6	27*	6	0.5	1	3	0	3	-3
CN(CC(=O)NC1CCN(Cc2ccccc2)CC1)S(=O)(=O)c1ccc(Cl)cc1	-2	-1	16	1	0.3	-4	2	5	1	7
Brc1ccc(COc2ncnc3ccccc23)cc1	2	-1	-1	-1	-1.6	3	-4	5	-8	3
CC1=NN(c2cccc(C(=O)O)c2)C(=O)/C1=C\C=C/c1ccccc1	-1	1	-1	-8	-10	16*	14	-2	/	-1
Cc1ccc(OCC(=O)Nc2nnc(S(=O)(=O)N3CCCCCC3)s2)cc1C	-1	1	-1	-6	0.0	0	20	-3	-5	-7
O=C(NNC(=O)c1ccc2ccccc2n1)c1ccc(O)cc1	-6	3	1	4	-1.1	0	2	-2	16	-3
COc1cccc(CN(Cc2ccco2)S(=O)(=O)c2ccc(S(=O)(=O)NCc3ccccc3)cc2)c1OC	4	-89	2	-1	-2.4	4	7	5	-49	7
New compounds follow.
SMILES	PRMT1 FP inh	mABHD4 FP	UHRF1 MBD2 ctr	TCR CD3 inh	PG9 binder	LEDGF integ inh	rCAG RNA binder	MBD2 DNA inh	HTRA1 inhibitor	Rev-erbA mod
COCCN=C1NC(=O)C(CC(=O)Nc2cccc(Cl)c2C)S1 (stereo not drawn)	24*	-7	3	-4	-2.1	7	5	-2	/	2
CC(C)Sc1nsc2nc(=O)c(/C=C3\C=Nc4ccccc43)c(N)n12	-5	-8	-2	6	-0.1	2	44*	-1	-26	-4
CCOC(=O)c1nnc(-c2cccs2)nc1Oc1ccc(Cl)cc1	0	7	-2	-1	0.3	1	-1	4	0	-3
Cc1ccc(S(=O)(=O)Nc2cc3c(C(=O)O)c(C)oc3c3ccccc23)c(C)c1	2	25	1	10	-2.1	-3	24	-1	2	-4
Cc1cc(C2C(C#N)=C(N)Oc3n[nH]c(C)c32)c(C)s1 (stereo not drawn)	-2	5	-8	6	-0.5	-2	0	-1	-5	-4
COc1ccc(CN(C)CC#Cc2ccccc2)c(OC)c1	0	-4	2	/	/	-1	-2	-1	/	0
O=C1c2ccccc2CN1CCNS(=O)(=O)c1ccc(Cl)cc1	5	-2	4	0	1.4	-5	3	5	-1	-7
COc1ccc(-c2c(NC(=O)c3ccco3)oc3c(C)cccc3c2=O)cc1OC	-4	-3	1	2	-1.0	-2	1	-4	-2	1
COc1ccc(C2=NN(S(C)(=O)=O)C(c3ccc4nccnc4c3)C2)cc1 (stereo not drawn)	-2	-3	-3	6	-1.1	-2	6	3	-2	3
C=CCc1c(C)nc(SC)nc1Nc1ccc(C(=O)O)cc1	1	-5	1	2	-1.4	1	5	-2	-2	1
CCOC(=O)C(C)Sc1nc2c(c(-c3cccs3)c1C#N)CCC2 (stereo not drawn)	1	-1	0	5	-0.5	0	4	3	-39	5
C[C@H](c1ccccc1)N1C[C@@H](COCc2ccccc2)Oc2cccc(N3CCCC3)c2S1(=O)=O	-2	-6	0	2	0.9	4	11	1	/	2
CN(C)S(=O)(=O)c1ccc(Cl)c(NC(=O)COC(=O)c2ccc3c(c2)NC(=O)CS3)c1	3	-6	-4	1	-2.4	2	12	-2	-12	-4
CCCCn1c(N)c(N(CC)C(=O)c2cccc(S(=O)(=O)N3CCN(C)CC3)c2)c(=O)[nH]c1=O	5	1	0	-6	0.6	-3	0	-1	2	1
O=C1c2cccc3cccc(c23)C(=O)N1CC1CCCO1 (stereo not drawn)	2	-5	-4	-3	-0.8	0	-1	2	1	-1
Cc1ccc(C(=O)N2CCNC(=O)C2CC(=O)Nc2ccccc2)cc1 (stereo not drawn)	-2	1	0	-1	-0.3	0	-1	-5	3	0
COc1ccc(OCC(=O)Nc2cccc(-c3nc4ccccc4[nH]3)c2)cc1	-4	-59	-1	5	-1.3	-2	9	0	-49	-5
C=CCN1CCN(c2ccncc2S(=O)(=O)N2CCN(C)CC2)CC1	-2	1	-1	6	1.1	0	-1	1	3	1
O=C(N/N=C/c1ccc(O)c(O)c1)c1cccc(S(=O)(=O)N2CCCCC2)c1	0	21	0	4	0.3	4	0	-2	35	-3
Nc1ccc2nc3c(=O)n(CCc4ccccc4)c(=O)[nH]c3nc2c1	136*	40*	-55	27*	-6.0	9	-222	-27	/	72*
Cc1ccc(CNC(=O)COC(=O)Cn2nc(C)c([N+](=O)[O-])c2C)cc1	-3	-1	-4	0	0.3	0	0	-4	-3	1
O=S1(=O)C[C@@H](N2CCN(c3ccccc3)CC2)[C@H](COCc2ccccc2)N1	1	6	0	6	-1.5	-1	-1	-2	/	-6
Cc1cc(Cl)ccc1NC(=O)CSc1nnc(-c2ccncc2)n1Cc1ccco1	14	-1	-2	-3	-1.4	2	1	-5	-6	4
O=C(NC1CCCCC1)C1CC(=O)N(c2ccc(Cl)cc2)C1 (stereo not drawn)	4	-2	2	-8	-1.1	-5	0	2	1	2

Part of the list above in order of SMILES length, lowest first:
SMILES	PRMT1 FP inh	mABHD4 FP	UHRF1 MBD2 ctr	TCR CD3 inh	PG9 binder	LEDGF integ inh	rCAG RNA binder	MBD2 DNA inh	HTRA1 inhibitor	Rev-erbA mod
C=CCN1CCN(c2ccncc2S(=O)(=O)N2CCN(C)CC2)CC1	-2	1	-1	6	1.1	0	-1	1	3	1
Cc1ccc(CNC(=O)COC(=O)Cn2nc(C)c([N+](=O)[O-])c2C)cc1	-3	-1	-4	0	0.3	0	0	-4	-3	1
O=S1(=O)C[C@@H](N2CCN(c3ccccc3)CC2)[C@H](COCc2ccccc2)N1	1	6	0	6	-1.5	-1	-1	-2	/	-6

Structural class: those above with two or more sulfur atoms.
SMILES	PRMT1 FP inh	mABHD4 FP	UHRF1 MBD2 ctr	TCR CD3 inh	PG9 binder	LEDGF integ inh	rCAG RNA binder	MBD2 DNA inh	HTRA1 inhibitor	Rev-erbA mod
Cc1csc(SCC(=O)Nc2cc([N+](=O)[O-])ccc2F)n1	-3	0	2	3	0.7	3	2	-5	3	10
Cc1nnc(SCC(=O)Nc2ncc3c(n2)CC(c2ccccc2)CC3=O)s1 (stereo not drawn)	-3	-2	-1	-5	-0.1	1	-1	-1	-1	4
CCc1nnc(NC(=O)CCN2C(=O)c3ccccc3S2(=O)=O)s1	1	-3	0	-4	0.7	-1	0	0	1	-2
Cc1ccc(OCC(=O)Nc2nnc(S(=O)(=O)N3CCCCCC3)s2)cc1C	-1	1	-1	-6	0.0	0	20	-3	-5	-7
COc1cccc(CN(Cc2ccco2)S(=O)(=O)c2ccc(S(=O)(=O)NCc3ccccc3)cc2)c1OC	4	-89	2	-1	-2.4	4	7	5	-49	7
CC(C)Sc1nsc2nc(=O)c(/C=C3\C=Nc4ccccc43)c(N)n12	-5	-8	-2	6	-0.1	2	44*	-1	-26	-4
CCOC(=O)C(C)Sc1nc2c(c(-c3cccs3)c1C#N)CCC2 (stereo not drawn)	1	-1	0	5	-0.5	0	4	3	-39	5
CN(C)S(=O)(=O)c1ccc(Cl)c(NC(=O)COC(=O)c2ccc3c(c2)NC(=O)CS3)c1	3	-6	-4	1	-2.4	2	12	-2	-12	-4
